mHTT CaM bind: disrupts binding of mutant huntingtin to calmodulin | 190,000 compounds, 3.6% hits | AID 1671202 | AlphaScreen His-mHTT/GST-CaM binding, luminescence | P42858 | inhibition, % at 15 µM;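 further: 0% = both proteins with DMSO and 100% = one protein alone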
Pf apPOL block: Pf-apPOL DNA polymerase inhibition. 210,000 compounds, 0.25% hits. Recombinant Pf-apPOL, molecular beacon fluorescence, 1.5 h. inhibition, % at 10 µM
* marks the source's active call; other numbers are inactive results; i = inactive; x = no result given; & = joins results of further samples. No stated cut-off is given here; in the data, active means inhibition above about 50%; inactive means the rest. No enrichment for hits; any-hit rate near 3.5%.

smiles | Pf apPOL block | mHTT CaM bind
CCCN1CC=C2C(C#N)=C(N)C(C#N)(C#N)C(c3ccsc3)C2C1 (centres undefined) | -4 | 17
Cc1ccc([C@H]2C[C@H](O)[C@@H](n3cc(-c4ccc(F)cc4)nn3)CN2C(=O)c2cccs2)cc1 | -2 | 13
COc1ccc(C(=O)N2CCCCC2CCN2CCOCC2)cc1F (centres undefined) | -5 | -1
COCC(C)NS(=O)(=O)Cc1ccccc1 (centres undefined) | 1 | -5
O=C(O)c1ccccc1SC1CC(=O)N(c2ccccc2)C1=O (centres undefined) | -1 | 3
O=C(c1ccco1)N1CCN(Cc2c[nH]c3ccccc23)CC1 | 7 | 13
Cn1ccnc1SCC(=O)NCc1cc(C(=O)c2ccccc2)ccc1O | 0 | 4
Cc1cc2c(cc(C(=O)N(C)CC#N)n2C)s1 | -4 | 4
CC1CCN(S(=O)(=O)N2CCC(C(=O)NCc3ccc(F)cc3Cl)CC2)CC1 | -14 | -5
Cc1cc(=O)c2n(Cc3ccccc3)nc[n+]2[nH]1 | 2 | -7
CCCCN1C[C@H](Cc2ccccc2)[C@@H](CC(=O)NC)C1=O | -2 | 12
CC(C)CNC(=O)C1CCN(Cc2ccccc2O)CC1 | -8 | -4
N#Cc1c(-n2cccc2/C=N/O)sc2c1CCCC2 | 2 | i
Cc1cc(C)nc(-n2ncc3c2CC(c2cccc(Cl)c2)CC3=O)n1 (centres undefined) | 3 | 10
COc1ccc(CNC(=O)c2ccc(C)c(Cl)c2)cc1 | -7 | -17
COc1ccc(CCC(=O)N2CC(c3nc(C4CC4)no3)C2)cc1 | -8 | -13
COc1ccc(OC)c(C2C(C(=O)Nc3ccc(C)cc3C)=C(C)Nc3nnnn32)c1 (centres undefined) | 0 | 18
COc1ccc(C2C(C(=O)Nc3ccc(C)cn3)=C(C)NC3=C2C(=O)CCC3)c(OC)c1 (centres undefined) | -2 | 7
CC(C)NC(=O)N1CC=C(C(=O)NC2CC2)CC1 | -4 | -1
COc1ccc(C)cc1NC(=O)Cn1nc2c(cc1=O)CCCC2 | 1 | -3
O=[N+]([O-])/C(C(Cl)=C(Cl)Cl)=C1\NCCCS1 | -4 | 8
Cc1cc(C)cc(NC(=O)Nc2ccc3nncn3c2)c1 | 1 | 6
CCOC(=O)N1CCN(C(=O)Nc2ccc3nsnc3c2)CC1 | -10 | -1
CCOC(=O)N1CCN(c2nc3ccccc3nc2NS(=O)(=O)c2ccccc2)CC1 | -1 | -1
COc1ccc(NC(=O)CSc2ccc(Cl)cc2)cc1OC | -12 | -2
COc1cccc(C(=O)Nc2nnc(SC)s2)c1 | -1 | -16
COc1ccccc1NC(=O)C1CCN(c2cc(C(=O)N3CCCC3)ccn2)CC1 | 1 | 11
CCC(C)NC(=O)C1c2ccccc2C(=O)N(CCOC)C1c1ccc(F)cc1 (centres undefined) | -1 | 6
Cc1cccc(CNC(=O)C2CCCN(C(=O)c3cc(C)cc(C)c3)C2)c1 (centres undefined) | 4 | 3
C=CCC1(Nc2ccccc2)CCCCC1 | 0 | -24
O=C(Cc1csc(NC(=O)c2cnccn2)n1)Nc1cccc(C(F)(F)F)c1 | 8 | 84*
Cc1cccc(Cc2c(C)nc3c(C(=O)N(C)Cc4ccccc4)c[nH]n3c2=O)c1 | -7 | 21
Clc1ccccc1-c1nc(N2CCOCC2)c2ccccc2n1 | -2 | 5
N#Cc1c2c3c(cccc3[nH]c1=O)C(=O)c1ccccc1-2 | -2 | 41
COc1ccc(-c2noc(-c3ccc(NCCC4=CCCCC4)nc3)n2)cc1 | 2 | -5
CC(Nc1ccc(Cl)cc1N)c1ccccc1 (centres undefined) | -4 | 98*
CCOCCCNC(=O)C1(C)CCC(=O)N1c1cc(OC)ccc1OC (centres undefined) | 2 | 5
Cc1ccc(NC(=O)C2CCN(c3cc(=O)n(C)c(=O)n3C)CC2)cc1 | -5 | 35
Cn1ncc(N2CCCC(C(=O)NCc3ccncc3)C2)cc1=O (centres undefined) | -2 | -5
CCn1c(SCC(=O)NC(C)(C)C)nc2c1c(=O)n(C)c(=O)n2C | -11 | 3
O=C(O)CSCCc1ccccc1 | 2 | x
O=C(NCc1ccccc1)c1cnn2c(-c3ccccc3)ccnc12 | 2 | -12
CCN1CCN(C(=O)c2csc(N3CCN(c4ccc(F)cc4)CC3)n2)CC1 | -3 | 6
COc1cccc(CNS(=O)(=O)c2ccccc2Br)c1 | 1 | -6
CC(=O)N1CCc2cc(N=Cc3cc([N+](=O)[O-])ccc3O)ccc21 | 0 | 1
CCCn1c(C2CCN(C(=O)Nc3ccccc3C)C2)nc2cccnc21 (centres undefined) | -1 | 3
O=C(CCc1conc1-c1ccc(F)cc1)NC1CCN(Cc2ccccc2)CC1 | -3 | 4
Cc1ccc(CNc2ccc(S(=O)(=O)C(C)(C)C)nn2)cc1 | -6 | 1
Cn1cnnc1SCC(=O)c1ccc(O)c(O)c1 | -1 | 3
O=C(Nc1sc2c(c1C(=O)Nc1ccccc1Cl)CCC2)c1ccccc1F | -6 | -2
O=C(Nc1ccc(NC(=O)c2ccccc2F)cc1)c1ccccc1F | 2 | -3
O=C(NCc1cccnc1)c1cc(=O)[nH]c2ccc(S(=O)(=O)N3CCCC3)cc12 | 33 | -1
c1cncc(-c2noc(COC3CCCN(C4CCCC4)C3)n2)c1 (centres undefined) | -6 | -6
CCc1ccc2oc(-c3cc(NC(=O)c4ccc(OC)cc4)ccc3O)nc2c1 | -7 | -1
COc1ccc(C(=O)Nc2ccccc2C(=O)NCCCCO)cc1OC | 0 | 2
COc1ccc(N2CC(O)Cn3c2nc2c3c(=O)[nH]c(=O)n2C)cc1 (centres undefined) | 3 | 5
Cc1ccnc(N2CCC(C(=O)NCCCN3CCN(c4ccccc4)CC3)CC2)n1 | -5 | -1
Cc1onc(-c2c(Cl)cccc2Cl)c1C(=O)NCc1csc2ccccc12 | -6&-3 | x
O=C(N(c1ccc(Cl)cc1)C1C=CS(=O)(=O)C1)C12CC3CC(CC(C3)C1)C2 (centres undefined) | 1 | 0
O=C(CSc1ccc(Cl)cc1)N1CCCC1 | -9 | -4

The listing continues.
smiles | Pf apPOL block | mHTT CaM bind
CNC(=O)N1CCC(n2c(C)nc(C(=O)NCc3ccc(OC)cc3)c2C)CC1 | -6 | 10
O=C(Cc1ccccc1Cl)N1CC(c2nc(-c3cnccn3)no2)C1 | 4 | -5
Nc1ccc(OCC(=O)N2CCOCC2)cc1 | 5 | 4
CCCCc1ccc(-c2csc(N)c2C(N)=O)cc1 | -2 | 21
O=C(NCC(CN1CCOCC1)([N+](=O)[O-])[N+](=O)[O-])c1ccccc1 | -4 | 2
Cc1cnc(N(C(=O)c2c(-c3ccccc3)noc2C)C(=O)c2c(-c3ccccc3)noc2C)c(C)n1 | -2 | x
COc1ccc(OC)c2sc(NC(=O)C3CCCCN3S(C)(=O)=O)nc12 (centres undefined) | -9 | -1
O=C1CC(Sc2nc3ccccc3s2)C(=O)N1c1ccc(F)cc1 (centres undefined) | -2 | 2
COc1cccc(NC(=O)C2CCc3sc(C(=O)N4CCCC4)cc3C2)c1 (centres undefined) | -8 | 4
Cn1c(=O)[nH]c2c(N)nccc21 | x | -7
Cc1c(NS(=O)(=O)c2ccc(-c3ccon3)s2)c(=O)n(-c2ccccc2)n1C | 3 | x
COc1ccc(N=Cc2cc(Cl)cc([N+](=O)[O-])c2O)cc1Cl | 3 | 17
CCN(CC)c1ncc2c(n1)CCC(C(=O)N1CCCC1)C2 (centres undefined) | -2 | 27
CCOC(=O)c1cccc(NC(=O)N2CCc3cn(CC)c4cccc(c34)C2)c1 | -1 | -5
O=c1oc2ccc([N+](=O)[O-])cc2cc1-c1nc(-c2ccc(Cl)cc2)cs1 | -5 | -5
CCOc1cccc(OCCCCn2ccnc2)c1 | 0 | 5
CN(Cc1ccccc1)C(=O)c1ccccc1[N+](=O)[O-] | 0 | 1
CC(=O)c1ccc(N2C(=O)C3C4C=CC(CO)(O4)C3C2=O)cc1 (centres undefined) | 0 | 0
O=C(C1CCC1)N1CCC(CCOc2ccc(F)cc2)CC1 | 3 | -13
O=C(Nc1cccc(O)c1)c1ccc(Br)c(S(=O)(=O)N2CCCCCC2)c1 | -1 | 5
COC(=O)c1ccc(CN2CCN(c3cccc(Br)c3)C(=O)C2C)cc1 (centres undefined) | -2 | -3
Cc1ccccc1N1CCN(C(=O)c2sc(Nc3ccc(F)cn3)nc2C)CC1 | -4 | 100*
Cc1cc(Br)ccc1NC(=O)COc1ccc([N+](=O)[O-])cc1 | -9 | -3
COc1ccc(-c2ccc(C(=O)N3CCCCC3)s2)c(OC)c1OC | -8 | 0
CCOC(=O)c1cc(OC(C)=O)c2ccc(OC)c(OC)c2c1 | 9 | x
CS(=O)(=O)NCc1ccc2c(c1)N(C(=O)c1ccc(Cl)cc1)CC2 | -2 | -10
Cc1cc(C2CCCN2C(=O)Cc2ccccc2F)on1 (centres undefined) | 0 | -2
COc1ccc(C=O)cc1OCc1ccc(Cl)cc1Cl | -1 | -10
NS(=O)(=O)c1ccc(CCNC(=O)Cc2ccc(Br)cc2)cc1 | -15 | 3
COc1ccc(O)c(-c2cc(-c3ccccc3C)[nH]n2)c1 | 7 | 69*

Fetched one by one from the list above:
smiles | Pf apPOL block | mHTT CaM bind
CN(Cc1ccccc1)C(=O)c1ccccc1[N+](=O)[O-] | 0 | 1
Cn1c(=O)[nH]c2c(N)nccc21 | x | -7
Cc1cc(C2CCCN2C(=O)Cc2ccccc2F)on1 (centres undefined) | 0 | -2

(continued)
smiles | Pf apPOL block | mHTT CaM bind
Cc1ccc(S(=O)(=O)N2CCCCC2)cc1 | -1&-4 | -6
CCN(CC)c1cc(N2CCCC2)c([N+](=O)[O-])cc1F | -3 | 47
COc1ccc(/C=C2\C=C(c3ccccc3)N(c3ccc(O)cc3)C2=O)cc1 | 2 | 59*
OC(c1ccccc1)c1nc2ccccc2s1 (centres undefined) | -1 | -10
O=C(Nc1cccc(-c2cnco2)c1)C1COc2ccccc2O1 (centres undefined) | -5 | x
CCOc1ccc(NC(=O)N2CCC(c3cc(-c4cccc(OC)c4)n[nH]3)CC2)cc1 | 2 | 31
COCCNC(=O)C1CCN(c2nnc(-c3ccc(C)cc3)o2)CC1 | -10 | 6
Cc1cc(C)nc(NC(=O)c2c(-c3c(Cl)cccc3Cl)noc2C)c1 | -2 | -13
Cc1ccc(Cl)cc1NC(=O)N1CCC(c2nc(C(=O)N(C)C)c(C)o2)CC1 | -1 | 6
COc1ccc(NC(=O)CCCn2c(=O)c3sccc3n(Cc3ccccc3F)c2=O)cc1 | -8 | 7
CCCCOc1ccc(S(=O)(=O)n2cnc3cc(C)c(C)cc32)cc1 | 0 | -19
CCc1ccc(OCC(=O)O/N=C(\N)c2ccncc2)cc1 | -8 | i
COc1cccc(/C=C2/SC(N3CCCCC3)=NC2=O)c1 | -2 | 3
Cc1cc(-c2c(C(=O)N3CCOCC3)c(C)nn2-c2cccc(C(F)(F)F)c2)no1 | -10&4 | x
COc1ccc(C=C2Oc3c(ccc4c3CN(Cc3ccco3)CO4)C2=O)c(OC)c1OC | -24 | 66*
CCC1(C)CC(=O)N(c2ccc(C(=O)O)c(O)c2)C1=O (centres undefined) | -1 | -4
COc1c(S(=O)(=O)N2CCCCC2C)ccc(Cl)c1Cl (centres undefined) | -4&4 | -34&-29
Cc1ccc(CSCC(=O)N2CCOCC2)cc1 | -1 | -5
CC(C)c1nnc(NC(=O)C2CC(=O)N(CCc3c[nH]c4ccc(F)cc34)C2)s1 (centres undefined) | -2 | 13
Cc1cc2[nH]c(C(=O)Nc3ccccc3F)c(CN3CCOCC3)c2s1 | 38 | 23
CC(C)C(=O)Nc1ccc(NC(=O)COc2ccc([N+](=O)[O-])cc2)cc1 | -3 | 5
Cc1ccc(N2CC(C(=O)N(C)C(C)C)CC2=O)cc1 (centres undefined) | -4 | -4
CSc1ccc(S(=O)(=O)N(CC(=O)Nc2ccc(C(N)=O)cc2)c2ccc(C)cc2)cc1 | -1 | 1
CCCn1nc(-c2nc(-c3ccc(Cl)cc3)no2)ccc1=O | -2 | -6
CC(=O)Nc1c2c(nn1-c1ccccc1C)CS(=O)(=O)C2 | -4 | 3
COCCCNC(=O)C(C)C1CCN(S(=O)(=O)c2c(C)noc2C)CC1 (centres undefined) | -1 | -7
Cc1cccc(CNC(=O)CCC2CCN(c3cc(NC4CC4)ncn3)CC2)c1 | -4 | 0
COc1cc2c(cc1OC)C(C=Cc1ccc(OC)c(OC)c1OC)=NCC2 | -5 | x
COc1ccc(CCN2CC(C(=O)N3CCN(C)CC3)CC2=O)cc1OC (centres undefined) | 3 | -1
CCOc1cccc2c1OC(c1ccc(SC)cc1)N1N=C(c3ccco3)CC21 (centres undefined) | -24 | 44

Full records as entered above.
Profile of O=C(Nc1sc2c(c1C(=O)Nc1ccccc1Cl)CCC2)c1ccccc1F → Pf apPOL block: -6; mHTT CaM bind: -2
Profile of N#Cc1c(-n2cccc2/C=N/O)sc2c1CCCC2 → Pf apPOL block: 2; mHTT CaM bind: i

New compounds follow:
smiles | Pf apPOL block | mHTT CaM bind
O=C(c1ccco1)N1CCC(CCOc2ccccc2)CC1 | 1 | 8
Oc1c(C(Nc2ccccn2)c2ccc(Cl)cc2)ccc2cccnc12 (centres undefined) | 4 | 100*
Cc1cc2n(n1)CCCN2C(=O)CCC(=O)Nc1ccc(Cl)cc1C | -3 | 8
Oc1ccccc1C1=NCCNC(C(F)(F)F)=C1 | -6 | 5
Cc1ccc(OCC(=O)NCc2ccc3c(c2)OCO3)c(C)c1 | -10 | -1
Cc1cccc(-n2ncc3c(N4CCOCC4)ncnc32)c1 | 0 | 1
CCC(=O)N1CCC(c2nc(C)ccc2C(=O)N2CCCCC2C)CC1 (centres undefined) | 6 | 13
COCCC1CCN(C(=O)COc2ccccc2)CC1 | -3 | -4
CCOC(CNc1nc(-c2ccc(C)cc2)nc2ccccc12)OCC | -2 | -1

Source: PubChem BioAssay
